# Bioassay records from PubChem BioAssay.
# GAA850 FXN act: increases GAA850 frataxin promoter reporter activity; HEK293 lucGAA850 FXN promoter luciferase reporter, 24 h; percent of 10 µM SAHA response; activation, % at 6 µM; 360,000 tested, 0.56% active; AID 540364;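 active = activation above the average of all compounds screened plus 3 SD, cutoff fixed separately per campaign, cut at about 7.5% in these data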;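 note: 0% = DMSO wells and 100% = 10 µM SAHA wells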
# hcDAF12 agonist: H. contortus DAF-12 activation, primary screen. 370,000 tested, 1.4% active. HEK293 hcDAF-12 lit1-tk-luc reporter, luminescence; 0% DMSO, 100% Δ7-dafachronic acid. activation, % at 6.8 µM;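 active = activation above the mean of all tested compounds plus 3 SD, cut at about 5.5% in these data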;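 note: 100% = response to 3 µM Δ7-dafachronic acid high control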
# ADAM10 inh: inhibitors of human ADAM10; O14672; recombinant ADAM10, EDANS/DABCYL FRET peptide cleavage, 3 h; inhibition, % at 7 µM; 370,000 tested, 0.62% active;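 active = inhibition above a per-campaign cutoff equal to the mean of compounds falling between control-based bounds plus 3 SD, cut at about 20% in these data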;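 note: 0% = DMSO wells while the 100% control is not disclosed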
# HGIII-sPLA2 inh: Blocks human group III sPLA2 activity | Q9NZ20 | QFRET BODIPY PC-A2 liposome hydrolysis, fluorescence | inhibition, % at 12.2 µM | 370,000 tested, 0.56% active | AID 743126;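 active = inhibition above mean plus 3 SD of compounds lying within the high and low control bounds, cut at about 19% in these data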;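 note: 0% = median of test compound wells and 100% = no enzyme DMSO wells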
# GC-B act: GC-B (human) receptor activation; HEK293-GC-B cells, CNP EC30, cGMP TR-FRET; 0% at EC30 CNP, 100% saturating CNP; activation, % at 10 µM; 370,000 tested, 0.11% active; AID 1920062;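 active = activation at 10 µM reaching about 35% in either raw or pattern-adjusted values, limit read from the data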
# ssDAF-12 act: activates DAF-12 receptor from parasite S. stercoralis; HEK293 ssDAF-12/GRIP1 lit1-tk-luc reporter, luminescence; % of 3 µM dafachronic acid response; activation, % at 6.8 µM; 370,000 tested, 1% active;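 active = activation above the mean over all tested compounds plus 3 SD, cut at about 0.9% in these data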;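 note: 0% = DMSO-only wells and 100% = 3 µM delta7-dafachronic acid wells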
# DAX1 inh-1: DAX1 (NR0B1) inhibition, primary screen; inhibition, % at 6.8 µM; HEK293T StAR-luciferase reporter, SF-1/DAX-1 repression relief; AID 652010; 370,000 tested, 1.1% active;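 active = inhibition above the mean over all tested compounds plus 3 SD, cut at about 3.6% in these data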;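 note: 0% = DAX-1 cells with DMSO and 100% = cells lacking DAX-1 with DMSO; higher inhibition means more luminescence from relief of DAX-1 repression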
# DAX1 inh-2: NR0B1 (DAX1) inhibition; AID 504766; P51843; HEK293 Gal4-DAX1 luciferase reporter, luminescence; 340,000 tested, 0.99% active; inhibition, % at 6.75 µM;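 active = inhibition above the mean over all tested compounds plus 3 SD, cut at about 4.2% in these data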;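 note: 0% = DAX1-transfected cells with DMSO and 100% = empty-vector control cells with DMSO; inhibition shows as a rise in luminescence from relieved DAX1 repression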
# hgDAF12 agonist: hgDAF-12 agonism, primary luciferase screen; HEK293 GAL4-hgDAF12 UAS-luciferase reporter, agonist luminescence; normalized to butyrate control; activation, % at 6.8 µM; 370,000 tested, 1.8% active;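 active = activation above a cutoff set at the mean of all screened compounds plus 3 SD, cut at about 10% in these data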;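 note: 0% = DMSO wells and 100% = sodium butyrate wells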
# GC-A act: GC-A (human) enzyme activation; 370,000 tested, 0.14% active; HEK293 GC-A cells, cGMP TR-FRET, EC30 ANP; 0% at EC30 ANP, 100% saturating ANP; activation, % at 10 µM; P16066; in the data active = activation above about 40%
# Target sequence (P16066 whole entry, looked up): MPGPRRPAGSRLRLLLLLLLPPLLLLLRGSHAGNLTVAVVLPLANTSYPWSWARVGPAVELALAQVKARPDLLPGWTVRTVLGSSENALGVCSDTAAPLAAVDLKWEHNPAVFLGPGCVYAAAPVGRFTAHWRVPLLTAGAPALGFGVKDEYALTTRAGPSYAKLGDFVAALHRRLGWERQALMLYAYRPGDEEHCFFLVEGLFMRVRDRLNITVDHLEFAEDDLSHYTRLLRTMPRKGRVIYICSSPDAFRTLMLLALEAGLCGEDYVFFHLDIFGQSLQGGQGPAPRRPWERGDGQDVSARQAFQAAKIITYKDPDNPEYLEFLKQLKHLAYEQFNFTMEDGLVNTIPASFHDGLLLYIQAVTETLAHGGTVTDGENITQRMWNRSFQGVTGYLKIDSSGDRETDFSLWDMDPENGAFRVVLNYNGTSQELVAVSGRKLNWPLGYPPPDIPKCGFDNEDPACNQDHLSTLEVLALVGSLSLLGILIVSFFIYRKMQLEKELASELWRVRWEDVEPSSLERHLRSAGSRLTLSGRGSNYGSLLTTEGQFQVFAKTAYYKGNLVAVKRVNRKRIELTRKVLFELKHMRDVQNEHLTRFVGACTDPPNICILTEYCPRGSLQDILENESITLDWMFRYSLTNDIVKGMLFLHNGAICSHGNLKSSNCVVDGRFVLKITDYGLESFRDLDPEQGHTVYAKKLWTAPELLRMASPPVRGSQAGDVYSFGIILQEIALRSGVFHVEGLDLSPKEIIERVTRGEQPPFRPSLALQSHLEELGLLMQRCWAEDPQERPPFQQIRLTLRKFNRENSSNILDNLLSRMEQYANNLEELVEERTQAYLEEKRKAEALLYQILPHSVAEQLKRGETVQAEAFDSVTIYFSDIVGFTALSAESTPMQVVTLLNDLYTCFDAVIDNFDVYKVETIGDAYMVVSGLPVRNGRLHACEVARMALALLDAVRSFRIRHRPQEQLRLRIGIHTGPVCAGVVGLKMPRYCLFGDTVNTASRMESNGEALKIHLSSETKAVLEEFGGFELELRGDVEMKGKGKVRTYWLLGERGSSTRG
# SMARCA2 act: SMARCA2 function activation, primary screen; MG213 cells, MMTV-luciferase reporter, dexamethasone, overnight; activation, % at 9.1 µM; 370,000 tested, 1% active; in the data active = activation above about 7.8%;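 note: 0% = vehicle wells and 100% = reference activator wells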
# Numbers without * were called inactive; nt = no result given.
SMILES,GAA850 FXN act,hcDAF12 agonist,ADAM10 inh,HGIII-sPLA2 inh,GC-B act,ssDAF-12 act,DAX1 inh-1,DAX1 inh-2,hgDAF12 agonist,GC-A act,SMARCA2 act
CCO[C@H]1OC(C(=O)NCc2ccccc2)=C[C@@H](c2ccc(C(F)(F)F)cc2)[C@@H]1CCCO,-0.2,-1.6,22*,-10,12,-1.3,-0.6,0.1,-1.3,-2,0
COc1ccc2oc(C(=O)Nc3nc4ccc(S(C)(=O)=O)cc4s3)c(C)c2c1,-0.2,-1.3,-71,-8,6,-1.3,0.3,-1.9,0.1,0,3
CCCc1cc(=O)oc2c(C)c3occ(C)c3cc12,3.0,-0.1,-49,13,2,-1.5,-0.9,-0.8,-1.5,6,-4
CSCCC(NC(=O)c1ccc([N+](=O)[O-])cc1Cl)C(=O)OCC(=O)C12CC3CC(CC(C3)C1)C2 (stereo not given),1.8,2.0,14,11,1,-0.8,-0.7,0.4,1.3,2,-2
COc1ccc(OC)c(CCNC(=O)Cn2cccc2C(=O)c2ccccc2C)c1,-0.1,-2.5,-4,1,-2,-2.2,-0.3,0.1,-0.4,-5,-4
COCC1CCN(C(=O)C2CCC(=O)N(Cc3cccc(C(F)(F)F)c3)C2)CC1 (stereo not given),1.2,-1.8,1,6,-5,-1.0,-0.2,1.8,-1.9,5,13*
O=S(=O)(Cc1nnnn1-c1ccc(Br)cc1)c1ccc(F)cc1,-1.8,-1.3,3,-35,1,-0.9,-0.1,1.3,1.9,-2,-3
O=C(Cc1cccc(C(F)(F)F)c1)NCc1ccc(Cl)cc1,4.5,-0.8,-1,-11,2,-1.2,0.0,-0.1,-2.2,0,-1
COCOCCn1cc(CN2CCS(=O)(=O)N(Cc3ccc(-c4ccc(Cl)cc4)cc3)C(CC(C)C)C2=O)nn1 (stereo not given),-1.2,-0.3,6,-23,0,-1.2,-0.9,1.5,0.4,12,-3
CCCCC1C(=O)N(c2ccccc2)N(c2ccc(O)cc2)C1=O (stereo not given),-9.7,-2.0,7,-51,0,-1.2,-2.2,-2.9,-4.6,5,-8
CN1C(=O)Cc2cc(S(=O)(=O)N3CCN(c4cccc(C(F)(F)F)c4)CC3)ccc21,-1.3,-2.5,5,-30,2,-0.6,-4.8,0.3,-1.4,-1,-1
O=C(N1CCCCC1)N1CCN(C(=O)N(c2ccccc2)c2ccccc2)CC1,-2.5,-1.5,1,-2,6,-1.6,0.9,-0.6,-1.4,0,0
O=S(=O)(Nc1ccc(N2CCCCC2)cc1)c1ccccc1F,0.6,-3.2,0,6,4,-1.1,-0.5,nt,-1.1,2,2
COC1=C(N2CCOCC2)C(=O)c2ccccc2C1=O,2.3,-0.8,0,5,1,-1.4,-0.2,-0.1,-2.6,-1,-2
O=C(CCc1ccccc1)NC(=S)Nc1ccc2c(c1)C(=O)OC2,-5.1,-0.9,-6,-3,5,-1.2,-0.3,0.9,0.9,2,0
CSc1ccc(S(=O)(=O)N2CCC(C(=O)NCc3ccccn3)CC2)cc1,-0.2,1.6,-1,1,-1,-1.7,-0.2,2.4,-0.6,-3,-2
Cc1c(NC(=O)c2ccccc2NC(=O)c2ccccc2)cccc1C(=O)O,1.5,-0.8,-4,5,5,-0.8,-0.1,-0.3,0.0,2,-2
Cc1ccc(NC(=O)CSc2nc(N)c(-c3ccccc3)c(=O)[nH]2)cc1Cl,0.1,-1.4,5,2,-4,-0.6,-1.3,-0.1,-2.2,-1,-1
CCOC(=O)Nc1nn(-c2ccc(C)cc2)c(=O)c(C#N)c1C,-0.7,-1.9,-4,-12,-1,-1.6,0.4,-0.4,-1.3,0,0
O=C(c1ccco1)N1CCN(Cc2ccc(Cl)cc2)CC1,-3.1,-1.5,4,3,-2,-1.1,-0.5,-1.1,0.9,0,0
COc1cccc(OCCCN2CCN(S(=O)(=O)c3ccc(NC(C)=O)cc3)CC2)c1,-0.8,-3.2,16,-19,7,-2.0,-2.1,0.4,-3.5,-2,0
Cc1ccn2c(=O)nc(SCC(=O)Nc3ccc4c(c3)OCO4)nc2c1,-1.4,0.6,-11,6,-5,-1.3,-5.5,-0.3,-0.3,-4,-1
Cc1cc(C)c(S(=O)(=O)N2C[C@H]3CON(C)[C@H]3C[C@H]2c2ccc(-n3ccnc3)cc2)c(C)c1,nt,-2.1,-13,-3,-2,-1.4,0.4,nt,-3.2,-5,-1
N#Cc1ccccc1S(=O)(=O)N1CCN(C(=O)C2CCCCC2)CC1,1.6,1.1,-4,-5,1,-1.1,-1.1,1.0,3.0,0,-2
CN(C)C(=O)C(OC(=O)c1ccc2ccccc2n1)c1ccccc1 (stereo not given),-1.6,0.2,1,4,-8,-0.8,-0.2,0.4,0.1,-2,1
COc1ccc(-c2c(C(F)(F)F)nn(C)c2NC(C)=O)cc1,0.8,-1.6,-2,5,3,-1.0,-0.1,1.4,1.4,-3,2
CCc1cccc(C)c1NC(=O)Cc1ccsc1,0.2,-0.7,2,1,6,-1.3,-0.2,-0.1,2.5,0,0
Cc1cccc(NS(=O)(=O)c2cccc([N+](=O)[O-])c2)n1,0.2,-0.8,-3,-1,0,-1.4,2.7,2.1,1.3,-1,-2
Cc1ccc2c(N)[nH]nc2n1,1.2,4.1,-6,2,-3,-0.3,1.2,0.8,0.1,-1,-2
CCCn1c2c(c(=N)c3c1CCC3)CCC2,-0.2,-3.4,0,-1,7,-1.5,-1.1,-2.3,-6.0,11,-7
CCCCCn1c(Br)nc2c1c(=O)n(CC(N)=O)c(=O)n2C,-1.8,2.0,-2,-2,7,-1.4,-0.6,-0.2,0.2,7,-2
CCCCNC(=O)/C(C#N)=C/c1ccc(F)cc1F,2.6,-1.0,3,-5,-3,-1.8,-0.1,0.1,0.9,0,-1
CCc1ccc(-n2c(C)cc(/C=N/NC(=O)c3ccncc3)c2C)cc1,0.3,-2.0,0,-7,-6,-1.4,-0.6,0.4,-1.0,-3,-5
Cc1cc(O)cc(=O)n1-c1cc(Cl)cc(Cl)c1,nt,0.6,3,-3,-5,-0.7,1.1,nt,-0.8,0,-3
COc1ccccc1OCc1cc(-c2ccccc2)no1,7.6,5.7*,1,-4,0,-0.7,3.6*,1.9,14*,8,2
O=C(NCc1ccc(F)cc1)c1cc(C2CCCCN2C(=O)CCc2ccccc2)on1 (stereo not given),-1.8,-3.1,-3,-3,2,-1.7,-0.6,nt,-2.5,2,-3

# Random excerpt: two compounds from above.
SMILES,GAA850 FXN act,hcDAF12 agonist,ADAM10 inh,HGIII-sPLA2 inh,GC-B act,ssDAF-12 act,DAX1 inh-1,DAX1 inh-2,hgDAF12 agonist,GC-A act,SMARCA2 act
CCc1cccc(C)c1NC(=O)Cc1ccsc1,0.2,-0.7,2,1,6,-1.3,-0.2,-0.1,2.5,0,0
Cc1ccc2c(N)[nH]nc2n1,1.2,4.1,-6,2,-3,-0.3,1.2,0.8,0.1,-1,-2

# (listing goes on)
SMILES,GAA850 FXN act,hcDAF12 agonist,ADAM10 inh,HGIII-sPLA2 inh,GC-B act,ssDAF-12 act,DAX1 inh-1,DAX1 inh-2,hgDAF12 agonist,GC-A act,SMARCA2 act
CCc1ccc(OCCNC(=O)c2cc(SC)ccc2Cl)cc1,-1.4,-1.4,3,-5,-1,-1.9,0.9,0.9,0.9,3,-3
O=C(NNC(=O)C12CC3CC(CC(C3)C1)C2)c1cccc(O)c1,0.8,-1.1,7,-1,8,-0.6,0.1,3.0,1.7,2,2
Cc1ccc(Sc2ccc(N)cc2C#N)cc1,1.7,-0.6,-47,-5,2,-0.1,-1.0,0.4,2.3,4,1
CC1=CC(C)(C)n2c(O)c(N=NC(N)=S)c3c(C)ccc1c32,-2.6,-2.6,15,1,4,-0.6,-0.2,-2.0,5.9,-16,-2
C=CCNc1nc(Cl)nc(Nc2ccc(OC)cc2OC)n1,1.4,-1.2,0,3,-3,-0.6,-0.8,-0.7,3.3,6,-4
CCOc1ccc(C)cc1S(=O)(=O)N1CCCCC1,-1.6,0.0,-9,4,-1,-1.4,0.0,1.5,-0.8,-7,-2
CN1CCN(CCCOc2ccc(-c3ccccc3)cc2)CC1,5.3,1.2,-4,-13,-4,-0.3,0.3,2.0,4.7,15,4
C#CCn1c(=NC(=O)CN2C(=O)CCC2=O)sc2cccc(OC)c21,2.3,-0.6,-34,3,2,-1.1,-0.5,3.5,-0.2,2,-1
Cc1cc(C)c2c(-n3cccc3)c(C(=O)NNS(=O)(=O)c3ccc(Br)cc3)sc2n1,3.1,-0.2,-3,-40,nt,-0.6,0.0,0.3,-2.7,nt,-4
NS(=O)(=O)c1ccc(Nc2nc(-c3ccc(O)cc3)cs2)cc1,0.6,-2.6,-5,-26,-3,-1.1,-1.6,-0.4,-1.5,-5,-2
CCOc1ccccc1NC(=O)C1CCCN(S(=O)(=O)c2ccc(OC)c(C)c2)C1 (stereo not given),-0.8,-0.7,-5,-4,2,-1.1,-0.5,-0.1,-0.5,1,1
Cc1cccc(-c2nsc(SCC(=O)Nc3cc(C)on3)n2)c1,-0.6,0.2,1,-3,-4,-0.8,-0.3,2.4,2.1,-2,1
COc1ccc(CNC(=O)C2CCC(=O)N2C(C)C)c(OC)c1 (stereo not given),0.1,-2.8,-7,8,2,-1.2,-0.3,2.6,4.2,4,-1
CCOC(=O)c1sc(NC(=O)COC(=O)C(CCSC)NC(C)=O)nc1C (stereo not given),1.4,-0.5,-1,-2,5,-1.0,-0.1,-0.7,4.8,2,-2
CCCn1c(SCC(=O)Nc2ccccc2Cl)n[nH]c1=O,1.0,-0.1,-1,-5,-4,-1.7,0.2,-0.8,-5.2,0,-1
Cc1ccc(C(=O)OCC(=O)N2CCOCC2)c(C)c1,1.5,1.1,-9,4,4,-1.2,-0.1,0.1,-0.9,2,0
C/C(=N\Nc1nc(N)cc(Cl)n1)c1cccc(N)c1,6.6,-1.7,-3,5,0,-0.6,1.3,0.1,7.7,-2,3
CCCC(=O)N1CCC[C@]2(CC[C@@H](CCC(=O)N(CC)CC)O2)C1,nt,-0.1,-2,7,6,-1.1,0.2,nt,0.4,0,-1

# Ordered by length of the SMILES (lowest first): six of the compounds above
SMILES,GAA850 FXN act,hcDAF12 agonist,ADAM10 inh,HGIII-sPLA2 inh,GC-B act,ssDAF-12 act,DAX1 inh-1,DAX1 inh-2,hgDAF12 agonist,GC-A act,SMARCA2 act
Cc1ccc(C(=O)OCC(=O)N2CCOCC2)c(C)c1,1.5,1.1,-9,4,4,-1.2,-0.1,0.1,-0.9,2,0
CCCn1c(SCC(=O)Nc2ccccc2Cl)n[nH]c1=O,1.0,-0.1,-1,-5,-4,-1.7,0.2,-0.8,-5.2,0,-1
COc1ccc(CNC(=O)C2CCC(=O)N2C(C)C)c(OC)c1 (stereo not given),0.1,-2.8,-7,8,2,-1.2,-0.3,2.6,4.2,4,-1
NS(=O)(=O)c1ccc(Nc2nc(-c3ccc(O)cc3)cs2)cc1,0.6,-2.6,-5,-26,-3,-1.1,-1.6,-0.4,-1.5,-5,-2
CCOC(=O)c1sc(NC(=O)COC(=O)C(CCSC)NC(C)=O)nc1C (stereo not given),1.4,-0.5,-1,-2,5,-1.0,-0.1,-0.7,4.8,2,-2
CCOc1ccccc1NC(=O)C1CCCN(S(=O)(=O)c2ccc(OC)c(C)c2)C1 (stereo not given),-0.8,-0.7,-5,-4,2,-1.1,-0.5,-0.1,-0.5,1,1
